# H9c2 TAG inh = triacylglycerol accumulation inhibition | H9c2 cells, Nile Red lipid (TAG) fluorescence; cells loaded with 200 µM oleic acid | inhibition, % at 12.5 µM | 230,000 tested, 0.66% active;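 active = pattern-corrected inhibition of lipid staining of at least 50% with the nuclear-stain viability signal not falling by more than 50%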;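 note: 0% = DMSO wells and 100% = triacsin C control wells; some results filed as inactive read as strong as hits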
# H9c2 TAG inh DAPI viability = recorded beside H9c2 TAG inh, whose call it bears; DAPI nuclei signal change (viability), lower = more cytotoxic, %;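 whole-well DAPI fluorescence read on a plate reader as a viability signal; minus 50 percent equals half of cells still viable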
# The depositor's hits bear a star; i = inactive. An excerpt (hit frequency here may not be typical).
# Start of the listing, in advance:
SMILES,H9c2 TAG inh,H9c2 TAG inh DAPI viability
Cn1nc(C(=O)Nc2ccc(S(=O)(=O)N3CCCC3)cc2)ccc1=O,-4.0,-0.2
COc1ccc(CNC(=O)COC(=O)c2sccc2C)cc1OC,2.8,5.0

# The list itself, from the start:
SMILES,H9c2 TAG inh,H9c2 TAG inh DAPI viability
Cn1nc(C(=O)Nc2ccc(S(=O)(=O)N3CCCC3)cc2)ccc1=O,-4.0,-0.2
COc1ccc(CNC(=O)COC(=O)c2sccc2C)cc1OC,2.8,5.0
CN1CCN(c2ncnc3c2ncn3[C@H]2CN(Cc3cccnc3)C[C@@H](CO)O2)CC1,10.5,-2.5
O=C(CC1C(=O)NCCN1Cc1cccc(Oc2ccccc2)c1)NCCc1cnccn1 (centres undefined),-4.7,3.6
COc1ccc(C(=O)Nc2ccc(S(=O)(=O)N3CCOCC3)cc2)cc1OC,9.6,-2.2
Cc1oc(-c2cc3c(cc2Cl)OCO3)nc1CN1CCCC(C(=O)N2CCOCC2)C1 (centres undefined),1.9,-12.9
CC(=O)N(CC(=O)O)c1ccccc1C(=O)O,2.6,2.4
COCCn1c(SCC(=O)Nc2ccc(C(C)=O)cc2)nc2c([nH]c3ccccc32)c1=O,24.6,-12.8
Oc1cccnc1SCc1ccccc1,-14.9,-6.2
COC(=O)c1ccc(/C=C/c2c(-c3ccc(OC)cc3)oc3ccccc23)cc1,23.5,i
CC(OC(=O)c1ncc(Cl)c(Cl)c1Cl)C(=O)NC1(C#N)CCCCC1 (centres undefined),8.9,2.6
C=C1CCN(Cc2ccccc2)S(=O)(=O)c2ccccc21,10.7,-3.8
CCOC(=O)/C(=C/C=C/c1ccccc1)NC(=O)c1ccccc1,-2.4,4.7
Cc1ccc(S(=O)(=O)NCCC(=O)NNC(=O)c2ccccc2O)cc1C,-16.8,-4.7
CCOC(=O)c1c(NC(=O)CSc2nnc(-c3ccc(OC)cc3)o2)sc2c1CCC2,-0.9,-0.2
CC1CC(NC2=NCCS2)CC(C)(C)C1 (centres undefined),-2.2,-1.9
CC1(C)NC(C)(C)/C(=C\c2cccs2)C(=O)C1=O,0.9,-0.7
O=C(N/N=C/c1ccc(O)c(Br)c1)c1cc2c(ccc3ccccc32)o1,-9.0,0.5
Cn1c(N)c(C(=O)COC(=O)c2cccc(S(=O)(=O)NCc3ccccc3)c2)c(=O)n(C)c1=O,-9.5,-5.9
Cc1cc(C)c(OCC(=O)OCC(=O)NC2CCCCCCC2)c(C)c1,-14.8,1.3
O=C(CN1C(=O)NC2(CCCC2)C1=O)OCc1ccccc1,20.3,-6.7
Cc1ccc(S(=O)(=O)Nc2nc(C)cc(NN)n2)cc1,-7.6,2.1
COc1cc(C(=O)N2CCN(S(=O)(=O)c3ccc(C(C)C)cc3)CC2)ccc1OCC(=O)N1CCOCC1,10.6,-8.3
Cc1ccc(C(=O)N2C3=C(CCCC3)C(=O)NC23CCCCC3)cc1,24.7,-11.6

# Structural class, those above with a Cl atom.
SMILES,H9c2 TAG inh,H9c2 TAG inh DAPI viability
Cc1oc(-c2cc3c(cc2Cl)OCO3)nc1CN1CCCC(C(=O)N2CCOCC2)C1 (centres undefined),1.9,-12.9
CC(OC(=O)c1ncc(Cl)c(Cl)c1Cl)C(=O)NC1(C#N)CCCCC1 (centres undefined),8.9,2.6

# Back to the main list, repeating the three entries before the break.
SMILES,H9c2 TAG inh,H9c2 TAG inh DAPI viability
Cc1ccc(S(=O)(=O)Nc2nc(C)cc(NN)n2)cc1,-7.6,2.1
COc1cc(C(=O)N2CCN(S(=O)(=O)c3ccc(C(C)C)cc3)CC2)ccc1OCC(=O)N1CCOCC1,10.6,-8.3
Cc1ccc(C(=O)N2C3=C(CCCC3)C(=O)NC23CCCCC3)cc1,24.7,-11.6
O=C(COc1ccccc1O)Nc1ccc(Cl)cc1,-15.4,0.3
CC(=O)Nc1ccc(S(=O)(=O)N2CCN(CCN3CCOCC3)CC2)cc1Cl,-17.0,6.5
CC(Sc1nnc(-c2ccccc2)c(-c2ccccc2)n1)C(=O)Nc1ncc(Cl)cc1Cl (centres undefined),-24.9,-4.9
C/C(=N\NC(=O)c1ccccc1-n1cccc1)c1ccccn1,2.2,-17.7
Cc1ccc(S(=O)(=O)Nc2ccccc2F)cc1C(=O)NCc1ccco1,-8.1,8.2
CCOC(=O)CCC(=O)N1CCNC(=O)C1,12.9,8.3
C=CCn1c(SCC(=O)Nc2cc(NC(C)=O)ccc2OC)nnc1-c1ccccn1,-1.7,21.7
COc1cccc(C(=O)OCC(=O)NCc2ccc3c(c2)OCO3)c1OC,-7.6,5.3
Cc1cc(Cl)ccc1OCCCC(=O)Nc1cc(S(=O)(=O)N2CCOCC2)ccc1N1CCOCC1,2.0,-8.3
COc1ccc(NC(=O)C2CCCN(S(=O)(=O)c3cnc[nH]3)C2)cc1 (centres undefined),8.4,-0.3
COc1ccc(-c2noc(CN(C)CCC3CCCCO3)n2)cc1 (centres undefined),9.9,-9.9
CCNC(=O)C1(C)CCN(C(=O)c2ccc(OC)c(OC)c2)C1 (centres undefined),17.1,-8.8
COc1ccc(N(C)S(=O)(=O)c2cccc(C(=O)NCC(c3ccco3)N3CCCC3)c2)cc1 (centres undefined),1.0,-1.8
O=C(Oc1ccc(=O)[nH]n1)c1ccccc1,-4.8,8.8
O=C(Nc1nncs1)c1ccc(Br)c(S(=O)(=O)N2CCCC2)c1,5.4,8.0
Cc1ccc(-n2c(Cc3cccs3)nnc2SCC(=O)Nc2ccc(S(N)(=O)=O)cc2)cc1,15.0,-12.5
CCOC(=O)c1sc2nc(C)nc(N3CCN(c4ncccn4)CC3)c2c1C,2.6,1.2
CCOC(=O)c1c(-c2ccccc2)nc2c(C)cccn12,3.8,-8.1
O=C(COC(=O)c1cccc(S(=O)(=O)N2CCN(c3ccccc3)CC2)c1)NCc1ccco1,-15.3,10.7
CCOC(=O)N1CCN(S(=O)(=O)c2ccc(OCC)c3ccccc23)CC1,-16.8,-6.0
O=C(CCN1C(=O)c2ccncc2C1=O)Nc1ccc(F)cc1,-9.1,31.3
CCCC12CN3CC(CCC)(CN(C1)C3C(O)C(O)C(O)CO)C2=O (centres undefined),-8.4,15.6
N#C/C(=C\c1cccs1)C(=O)c1ccccc1,-1.6,-1.6
C/C(CC(=O)NCCN1CCOCC1)=N\NC(=O)c1ccncc1,5.9,0.5
COc1ccc(-c2nc(Cn3c(SCc4ccc(C)cc4)nc4ccncc43)c(C)o2)cc1OC,4.7,6.6
CCCCc1nc(SCCN2CCOCC2)c2c(=O)n(C)c(=O)n(C)c2n1,4.7,1.1
CCc1ccccc1OCC(=O)OCC(=O)c1c(N)n(C)c(=O)n(C)c1=O,2.3,-3.6
Nn1c(COc2ccccc2F)nnc1SCC(=O)NC1CCCC1,0.9,-3.1
O=C1CCC(c2ccccc2)c2ccccc21 (centres undefined),-2.9,-6.5
O=C(Nc1c(Cl)ccc2nsnc12)c1cccnc1,-13.9,1.0
CCOc1ccc(S(=O)(=O)N2CCC(C(=O)Nc3ccccc3N3CCCC3)CC2)cc1,0.5,-5.3
O=C1CN(C(=O)COC(=O)CCc2ccccc2O)c2ccccc2N1,11.1,-0.4
COc1ccc(NC(=S)N(CCc2c(C)[nH]c3ccccc23)Cc2ccco2)cc1,-11.6,3.3
Cc1cc(NC(=O)Cn2ccsc2=N)c([N+](=O)[O-])cc1C,4.9,10.2
CCCn1c(CNS(=O)(=O)c2ccc(C)cc2)nc2ccccc21,-16.5,3.4
O=C(C(Cc1ccccc1)n1cccc1)N1CCCCCC1 (centres undefined),-8.1,1.2

# Record cards (already shown). Order of values: H9c2 TAG inh | H9c2 TAG inh DAPI viability
# CCOc1ccc(S(=O)(=O)N2CCC(C(=O)Nc3ccccc3N3CCCC3)CC2)cc1 as listed: 0.5 | -5.3
# O=C1CCC(c2ccccc2)c2ccccc21 (centres undefined) as listed: -2.9 | -6.5
# CCCn1c(CNS(=O)(=O)c2ccc(C)cc2)nc2ccccc21 as listed: -16.5 | 3.4
# COc1ccc(-c2nc(Cn3c(SCc4ccc(C)cc4)nc4ccncc43)c(C)o2)cc1OC as listed: 4.7 | 6.6

# (listing goes on)
SMILES,H9c2 TAG inh,H9c2 TAG inh DAPI viability
CCCCC(=O)Nc1nc(C)c(C(C)=O)s1,4.6,-2.7
Cc1c(-c2ccccc2)cnc2c(C)cccc12,3.2,5.7
Cc1ccccc1NS(=O)(=O)c1nnc(NC(=O)c2ccc(Cl)cc2)s1,0.0,-1.8
Cc1noc(C)c1COc1ccccc1C(=O)NCc1ccccc1Cl,-22.8,-4.5
CC(=O)OC1CCC2(C)C(CCC3C2CC(=O)C2(C)C3CC(C3CCCC3=O)C2C(C)=O)C1 (centres undefined),19.6,0.6
CC(NC(=O)COC(=O)[C@@H]1CCCN1S(=O)(=O)c1ccccc1F)C12CC3CC(CC(C3)C1)C2 (some centres undefined),3.6,8.3
O=C(NCC1CCCO1)c1ccc(NS(=O)(=O)c2ccccc2)cc1 (centres undefined),11.8,-9.3
N#Cc1cccc(NC(=O)CSc2ccc3c4c(cccc24)C(=O)c2ccccc2-3)c1,-136.9,-4.6
Cc1ccc(CN2CCN(Cc3cnc(C)[nH]3)CC2CCO)cc1 (centres undefined),-0.9,5.7
O=C(CC1NCCNC1=O)Nc1ccccc1 (centres undefined),2.3,-0.1
Cc1ccc(N(Cc2ccc(C(=O)Nc3c(C)n(C)n(-c4ccccc4)c3=O)cc2)S(C)(=O)=O)cc1C,1.6,-10.4
CCc1ccc(-n2c(=S)sc3c(=O)[nH]c(SCC(=O)NC4CCCCC4)nc32)cc1,-18.9,14.7
OCC[C@@H]1C[C@H](O)[C@@H](O)[C@]2(CCCO2)O1,-1.6,-8.7
O=C(O)CN1C(=O)C2C3CC(C2C1=O)C1C(c2ccccc2)c2sc(=O)[nH]c2SC31 (centres undefined),-8.0,2.2
CCOC(=O)c1c(NC(=O)CSc2nnnn2-c2ccccc2OCC)sc2c1CC(C)(C)NC2(C)C,26.1,-8.4
O=C(Cn1cnc2ccccc21)N1CCN(S(=O)(=O)c2ccccc2)CC1,-22.3,3.1
COc1cc(OC)cc(C(=O)Oc2c(CN3CCOCC3)cc(Cl)c3cccnc23)c1,85.0,-63.9
CC(C)C(N)c1csc(Nc2ccc(C(=O)c3ccccc3)cc2)n1 (centres undefined),17.6,4.8
Cc1nn(CCCC(=O)NCCc2ccccc2)c(C)c1[N+](=O)[O-],-5.7,11.4
OC(c1cccc(Cl)c1)c1nc(/C=C/c2ccc(C(F)(F)F)cc2)cs1 (centres undefined),-5.9,0.0
CCCOC(=O)C1=C(C)OC23OC(N)=C(C#N)C12C(=O)c1ccccc13 (centres undefined),8.6,0.1
COC(=O)c1c(C)oc(C)c1S(=O)(=O)NCc1ccco1,-1.8,5.2
COc1cccc(-c2cnc(C(O)c3cccc(F)c3)[nH]2)c1 (centres undefined),-9.8,-4.7
COc1ccc(OCC(O)CN2CCC(CN3C(=O)c4cccc5cccc(c45)C3=O)CC2)cc1 (centres undefined),-13.6,16.4
COc1ccc(C(=O)NC(=S)Nc2ccc(S(N)(=O)=O)cc2)cc1,1.1,11.9
Cc1c(Cl)cccc1Nc1nc(N)nc(CSCCO)n1,-7.4,4.8
CC(NCC(=O)Nc1cc(S(=O)(=O)N2CCOCC2)ccc1N1CCOCC1)c1ccco1 (centres undefined),-6.0,-1.1
CCCS(=O)(=O)NC(=O)C1(C)CCN(C(=O)c2cncc(Br)c2)C1 (centres undefined),7.4,3.0
O=c1[nH]c2ccc(NS(=O)(=O)c3ccc([N+](=O)[O-])cc3)cc2[nH]1,4.4,-8.6
CCc1nnc(NC(=O)c2cc(-c3ccccn3)nc3ccc(Br)cc23)s1,26.5,-3.6
CCCc1ccc(C(O)c2ncc(-c3ccccc3)[nH]2)cc1 (centres undefined),-10.8,7.8
CC1CCCC(=NNc2ccc3ccccc3n2)C1 (centres undefined),-7.7,5.2
COCCN1C[C@@H](CO)O[C@@H](n2cnc3c(N4CCOCC4)ncnc32)C1,-21.7,5.6
COc1ccc(NCC(=O)N/N=C/C=C/c2ccccc2[N+](=O)[O-])cc1,-3.6,-4.3
Cc1cc(C)cc(NC(=S)N2CC(C)OC(C)C2)c1 (centres undefined),6.6,3.3
Cc1ccc(CN2CC34C=CC(O3)C(C(=O)NCc3ccco3)C4C2=O)cc1 (centres undefined),-16.3,11.7
COc1cccc(C(=O)N2CCN(C3CCCCC3)CC2)c1,8.0,-3.0
CCOC(=O)C(Cc1ccccc1)NC(=O)CCc1c(C)nc2nc(C)nn2c1C (centres undefined),-1.3,10.0
COc1ccc(-c2cc3nc(NCCNC(C)=O)n(C)c(=O)c3s2)c(C)c1,-3.9,0.0
O=C(COC(=O)Cc1c(F)cccc1Cl)NC(=O)c1ccccc1,10.2,2.3
CC(=O)C1=C(C)NC(=O)CC1c1ccc(F)cc1 (centres undefined),8.4,-2.1
CCN(CC)S(=O)(=O)c1cc(F)ccc1OC,3.2,4.6
C[C@@H]1CN([C@H](C)CO)C(=O)CCCn2nncc2CO[C@H]1CN(C)Cc1cccc(O)c1,16.1,-6.9
O=C1N2CCSC2=NC1(NS(=O)(=O)c1ccccc1)C(F)(F)F (centres undefined),-8.2,8.4
CCOC(=O)Cn1nc(C(F)F)c(Br)c1C,-13.1,9.5
O=C(Nc1nnc(S(=O)(=O)N2CCCCC2)s1)c1cccc(Br)c1,-6.1,1.6
CSc1cccc(NC(=S)N(CCCN2CCCC(C)C2)Cc2cccs2)c1 (centres undefined),9.8,14.7
CC(=O)Nc1ccc(/C=N/NS(=O)(=O)c2cc(C)ccc2C)cc1,0.1,0.9
CCN(CC)C(=O)CSC1=C(C#N)C(c2cccs2)C=C(C)N1 (centres undefined),-0.7,-11.8
CC(=O)c1ccc(N(CC(=O)Nc2cc(C)on2)S(=O)(=O)c2ccc(C)cc2)cc1,-2.0,-8.7
CN(C(=O)COC(=O)CCCc1c[nH]c2ccccc12)c1c(N)n(Cc2ccccc2)c(=O)[nH]c1=O,-11.7,-5.8
